Screening results deposited in PubChem BioAssay by National Center for Advancing Translational Sciences (NCATS).
aSyn yeast inh: alpha-synuclein toxicity inhibition in yeast; Yeast expressing alpha-synuclein, growth rescue, BacTiter-Glo, 24 h; Potency, µM (series often up to 46.1 µM), inactives show top-dose growth rescue (activation), hits mostly activators; 370,000 compounds, 0.14% hits; note: % of control where 0% means no effect; nearly all actives have a fitted effect of over 65% in size
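Readout is rescue of growth in alpha-synuclein-expressing yeast, so inhibitors of toxicity appear as activators. Growth after 24 hr at 30 deg C in galactose medium is quantified by luminescence.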
FUS yeast rescue: FUS proteinopathy suppression in yeast; 390,000 compounds, 0.24% hits; Potency, µM (top dose mostly 76.6 µM), for inactives: at the highest dose growth rescue (activation), actives largely listed as activators; S. cerevisiae FUS-expressing, growth rescue, OD600, 24 h;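 note: plate controls were DMSO vehicle for no effect and reference control for full effect; nearly all actives have a fitted effect of over 55% in size; some results filed as inactive show a strong effect at the top dose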
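Quantitative HTS measuring growth restoration of FUS-toxic yeast. Galactose-induced cells (OD 0.005) were exposed 24hr at 30C to compounds at several concentrations, then absorbance at 600 nm was recorded.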
TDP43 rescue: rescues yeast growth from TDP-43 toxicity | 410,000 compounds, 1.8% hits | AID 652104 | TDP-43 expressing yeast growth rescue, BacTiter-Glo, 24 h | Potency, µM (doses to about 46.1 µM), for the others: at the top dose growth rescue (activation), actives largely listed as activators; note: % of control where 0% means no effect; nearly all actives have a fitted effect of over 50% in size
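Growth rescue of TDP-43-toxic yeast measured as ATP luminescence (BacTiter-Glo). Cells grown to mid-log in raffinose, induced in galactose at OD600=0.02, exposed to compound 24 hr at 30 deg C.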
PTHR1 agonist: activates the human parathyroid hormone receptor PTHR1 | AID 743266 | Potency, µM (series often up to 115 µM), inactives show at the highest dose activation, actives largely listed as activators | 410,000 compounds, 0.075% hits | HEK293 GP2 PTHR1 cells, GloSensor cAMP luminescence, 1 h; note: nearly all actives have a fitted effect of over 55% in size; some results filed as inactive show a strong effect at the top dose; inactives centre near -15; many of its hits are not listed in these tables
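HEK-293-derived GP2 cells expressing PTHR1 and a GloSensor cAMP reporter, 3,000/well, plated overnight, given luciferin plus IBMX (each 0.5 mM as added) for 1 h at 37 °C, then compound for 1 h at 37 °C. Luminescence was read after 15 min at room temperature.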
EPAC1 agonist: EPAC1 (human) agonism; O95398; EPAC1 agonist qHTS, biochemical assay; response scale: 100% = response to 6.5 mM cAMP; Potency, µM (series often up to 154 µM), for inactives: top-dose activation, usual class: activators; 360,000 compounds, 0.073% hits; note: nearly all actives have a fitted effect of over 60% in size
Target sequence (O95398 whole entry, looked up): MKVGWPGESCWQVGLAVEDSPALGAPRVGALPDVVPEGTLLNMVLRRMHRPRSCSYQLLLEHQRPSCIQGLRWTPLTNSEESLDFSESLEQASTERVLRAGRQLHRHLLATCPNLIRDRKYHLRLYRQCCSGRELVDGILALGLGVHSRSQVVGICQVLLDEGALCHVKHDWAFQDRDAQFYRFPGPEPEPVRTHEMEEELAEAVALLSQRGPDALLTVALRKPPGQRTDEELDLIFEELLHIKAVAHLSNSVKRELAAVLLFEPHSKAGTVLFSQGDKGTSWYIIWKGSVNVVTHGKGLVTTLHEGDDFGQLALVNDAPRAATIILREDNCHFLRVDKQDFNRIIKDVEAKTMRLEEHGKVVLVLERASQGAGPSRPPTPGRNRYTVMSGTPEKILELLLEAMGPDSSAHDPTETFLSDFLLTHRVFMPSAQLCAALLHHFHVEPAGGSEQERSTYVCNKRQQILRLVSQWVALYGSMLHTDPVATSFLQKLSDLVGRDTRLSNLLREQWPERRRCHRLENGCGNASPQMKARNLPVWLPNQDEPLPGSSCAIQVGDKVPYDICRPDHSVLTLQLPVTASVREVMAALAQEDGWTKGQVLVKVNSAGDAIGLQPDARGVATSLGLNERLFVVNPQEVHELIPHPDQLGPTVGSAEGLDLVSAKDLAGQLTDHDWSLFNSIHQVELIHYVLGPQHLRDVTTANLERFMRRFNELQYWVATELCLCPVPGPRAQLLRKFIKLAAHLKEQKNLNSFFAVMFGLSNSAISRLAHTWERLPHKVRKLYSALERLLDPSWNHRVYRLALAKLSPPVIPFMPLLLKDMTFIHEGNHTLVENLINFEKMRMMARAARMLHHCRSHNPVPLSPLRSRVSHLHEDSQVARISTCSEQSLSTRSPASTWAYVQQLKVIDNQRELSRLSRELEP
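Multi-concentration qHTS readout: loss of Rap1B-bound BODIPY-GDP fluorescence driven by 100 nM EPAC1 with excess GDP (50 uM), monitored kinetically at room temperature; agonist response expressed relative to 6.5 mM cAMP.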
EPAC2 agonist: activates human EPAC2 exchange factor; EPAC2 activation, biochemical qHTS; response scale: 100% = 6.5 mM cAMP response; AID 720711; 360,000 compounds, 0.079% hits; Q8WZA2; Potency, µM (doses to about 154 µM), without a hit: at the highest dose activation, actives largely listed as activators; note: nearly all actives have a fitted effect of over 50% in size
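Readout is BODIPY fluorescence (480 nm excitation, 540 nm emission), which falls as labeled GDP is exchanged off Rap1B. EPAC2 at 100 nM acted on 250 nM RAP1B-BODIPY-GDP with 50 uM GDP present.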
EPAC1 antag: antagonists of human EPAC1. O95398. EPAC1 GEF assay, Rap1b-BODIPY-GDP exchange fluorescence. Potency, µM (titrated, usually from 115 µM), without a hit: top-dose activity change, negative = inhibition, usual class: inhibitors. 360,000 compounds, 0.14% hits;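 note: plate controls were vehicle for no effect and positive control for full effect; nearly all actives have a fitted effect of over 50% in size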
EPAC2 antagonist: EPAC2 (human) antagonism | EPAC2 GEF exchange of Rap1B-BODIPY-GDP, fluorescence | Potency, µM (doses to about 114 µM), inactives show top-dose activity, negative = inhibition, actives largely listed as inhibitors | 360,000 compounds, 0.18% hits | AID 720708; note: % is set by controls: 0 for no effect and ±100 for the full control effect; nearly all actives have a fitted effect of over 45% in size; many of its hits are not listed in these tables
An asterisk follows results filed as active; i = inactive; ? = inconclusive; . = no result given; & = joins results of further samples; [ ] = dose if it differs, or a comment. Calls come from the whole dose curve; as a rule, active = well fitted curve in the direction sought with a large enough effect; inconclusive = small, poorly fitted or top-dose-only effect, or another doubt; inactive = no such curve, though single readings can be large; an effect the other way counts as inactive or inconclusive. Potency is the fitted concentration of half-maximal effect. The list is partial, so the mix of outcomes need not match the whole.

SMILES	aSyn yeast inh	FUS yeast rescue	TDP43 rescue	PTHR1 agonist	EPAC1 agonist	EPAC2 agonist	EPAC1 antag	EPAC2 antagonist
Cc1ccccc1N/C(SCc1ccc(Cl)cc1)=C(/C#N)C(=O)NCc1ccco1	6%	16%	-20%	i	17%	6%	-3%	-5%
CCOC(=O)N1CCC(NC(=O)Cn2cc3c(n2)CCC(C)C3)CC1 (stereo not drawn)	1%	6%	0%	-11%[57.5 µM]	-1%	1%	-2%	11%
Cc1cccc(NS(=O)(=O)c2cc(C(=O)OC(C)C(=O)NCc3ccc4c(c3)OCO4)ccc2C)c1 (stereo not drawn)	-3%	.	8%	-87%[inhibitor]	4%	5%	-22%	11%
COc1ccc(NS(=O)(=O)c2cc(NC(=O)Cc3cccs3)ccc2C)cc1	-2%	-18%	-4%	i	-5%	4%	9%	8%
CCNC(=O)C1(C)CCCN(C(=O)c2ccccc2Br)C1 (stereo not drawn)	-6%	-13%	6%	-13%	-9%	1%	6%	4%
COc1ccc(C2Nc3ccccc3C(=O)N2Cc2ccco2)cc1COc1ccc(NC(C)=O)cc1 (stereo not drawn)	2%&5%	16%	-6%	-1%	7%	8%	11%	4%
Nn1c(SCC(=O)N2CCCC2)nnc1-c1cccs1	-6%	-5%	-11%	-20%	7%	2%	-2%	7%
COc1c(Br)cc(Br)cc1C(=O)Nc1ccccc1N1CCCC1	-4%	13%	0%	i	3%	15%	9%	-9%
CCc1cccc(C)c1NC(=O)CO/N=C(\N)CC(=O)NC1CCCCC1	-4%	-1%	-10%	i	-20%	1%	11%	10%
CC1Sc2ccc(C(=O)Nc3ncccc3O)cc2NC1=O (stereo not drawn)	-1%	4%	-17%	-13%	8%	-2%	12%	-7%
COc1ccc(-n2c(Cc3cc(=O)[nH]c(=O)[nH]3)nnc2SCC(=O)N2CCCC2)cc1	-9%	-22%	5%	-18%	4%	8%	-6%	-1%
c1cc(Nc2cccc3nccnc23)c2nccnc2c1	10%	-5%	24%	i	0%	0%	-6%	17%
O=S(=O)(NCc1ccccc1)c1ccc(S(=O)(=O)N(Cc2ccccn2)Cc2ccco2)cc1	3%	0%	-13%	i	-1%	8%	9%	4%
Cn1cc(-c2cc(C(=O)O)on2)cn1	-3%	-15%	-8%	2%	-11%	10%	0%	2%
COC(=O)C[C@H]1C[C@H]2c3cc(NC(=O)CC4CC4)ccc3O[C@H]2[C@H](CO)O1	-2%	-30%	8%	-32%[inhibitor]	-5%	9%	-4%	-4%
O=C(CCCCCNc1nc(=S)[nH]c2ccccc12)NCCC1=CCCCC1	-3%	-13%	-1%[9.22 µM]	-19%	5%	-3%	2%	5%
Cc1ccc(N(Cc2cc3ccccc3[nH]c2=O)S(=O)(=O)c2ccccc2)cc1	-2%	-1%	8%	-13%	6%	10%	-13%	2%
CCCCNc1nc(NC)nc(Cl)c1SC	-3%	-34%	9%	-6%	1%	4%	-18%	-17%
O=C(Nc1ccc(F)cc1)c1ccccc1NC(=O)C1CC=CCC1C(=O)O (stereo not drawn)	6%	-4%	2%	?	-9%	-4%	3%	19%
O=C(COc1ccc(Cl)cc1)N1CCN(c2ccc([N+](=O)[O-])c(N3CCOCC3)c2)CC1	0%	.	?	-70%[inhibitor]	6%	1%	-24%	0%
Cc1nn(C)cc1/C=N/NC(=O)Cn1cncn1	3%	-35%	6%	-2%	-1%	7%	6%	7%
COc1ccc(C(=O)OCC(=O)NC(=O)NC2CCCC2)c(OC)c1	8%	22%	?	-24%	5%	1%	-2%	-2%
OC(CNCc1ccco1)Cn1c2ccccc2c2ccccc21 (stereo not drawn)	4%	-8%	-6%	-22%[57.5 µM]	7%	6%	2%	0%
CC1=C(C(=O)NCc2ccccc2)C(c2cc(Br)cc(Br)c2OC(C)C)NC(=O)N1 (stereo not drawn)	-1%	38%	0%	i	10%	6%	-10%	-6%
CCOC(=O)c1[nH]c2ccc(OCC)cc2c1NC(=O)CN1CCN(c2ccccc2)CC1	2%	-5%	0%	i	6%	-10%	-2%	-6%
Next entries follow:
SMILES	aSyn yeast inh	FUS yeast rescue	TDP43 rescue	PTHR1 agonist	EPAC1 agonist	EPAC2 agonist	EPAC1 antag	EPAC2 antagonist
CCOc1ccccc1-n1cnc2cc(C(=O)NCc3ccco3)ccc21	0%	13%	24%	-20%	18%	-8%	-4%	-1%
Cc1ccc(C)c(CC(=O)N2CCCC(c3cc(C(=O)Nc4ccc5c(c4)OCO5)no3)C2)c1 (stereo not drawn)	4%	?	?	-49%[inhibitor]	16%	17%	-2%	6%
COc1ccc(/C=N/OCC(=O)NC(c2ccccc2)c2ccccc2)c(OC)c1	15%	.	0%	-24%	7%	12%	-2%	-7%
CCN(CC)c1ccc(C2C3CCCCC3(O)CCN2CC(=O)Nc2ccccc2)cc1 (stereo not drawn)	14%	11%	-9%	i	8%	9%	-3%	-3%
Nc1cc(-c2ccccc2)nn1Cc1ccc(Cl)cc1	17%	24%	26%	-16%	15%	1%	2%	3%
Cn1c(SCc2c(F)cccc2Cl)nnc1-c1cnccn1	-1%	6%	?	-37%[57.5 µM]	7%	4%	3%	-4%
O=C(/C=C/c1cccc([N+](=O)[O-])c1)NCCN1C(=O)S/C(=C\c2cccnc2)C1=O	3%	27%	-19%	-28%	-15%	1%	-10%	18%
CCOc1ccc2nc(N3CCOCC3)nc(C)c2c1	-15%	-15%	5%	-1%[57.5 µM]	5%	-9%	6%	8%
CC(C)CCN(C(=S)Nc1cccc(F)c1)C(C)c1cccs1 (stereo not drawn)	5%	-10%	14%	-15%	7%	-1%	-16%	-22%
O=C(COC(=O)c1ccc2ncsc2c1)NC(=O)c1ccccc1	-6%	4%	-14%	i	1%	2%	-2%	3%
COc1cccc(-c2c(C(=O)N/N=C(\C)c3cccnc3)nnn2-c2nonc2N)c1	2%	4%	-9%	i	4%	-2%	10%	-2%
O=C(CCNC(=O)c1ccco1)Nc1ccc(F)c(Cl)c1	-5%	35%	-16%	i	0%	14%	4%	0%
COC(=O)C1=C(N)Oc2cc(C)[nH]c(=O)c2C1c1cc(OC)c(OC)c(OC)c1 (stereo not drawn)	-17%	4%	-11%	i	-11%	-1%	8%	9%
CCn1c(C)nc2c1C(=O)c1ccccc1C2=O	-2%	-3%	9%	i	1%	0%	6%	13%
COc1ccc(CCNC(=O)CN2C(=O)COc3ccc(S(=O)(=O)N4CCOCC4)cc32)cc1OC	-1%	-3%	0%	i	12%	1%	-5%	1%
CC(O)(c1ccc(F)c(F)c1)c1nc(-c2cccc(C(=O)O)c2)cs1 (stereo not drawn)	11%	0%	?	-28%	-11%	10%	-19%	2%
CCCC(=O)Nc1cccc(C(=O)Nc2nccs2)c1	-1%	-1%	-2%	-8%	-2%	-4%	6%	2%
COc1ccc(-c2cc(=NC(CC(C)C)C(=O)O)c3cc(C)ccc3o2)cc1 (stereo not drawn)	4%	33%	-7%	-14%	8%	6%	-12%	-1%
CCOc1cc(/C=C2/SC(=Nc3ccccc3)N(Cc3cccnc3)C2=O)ccc1OCC#N	2%	-11%	11%	i	12%	3%	0%	3%
Nc1c(Cl)cc(C2=NCCn3nc4cc(C(F)(F)F)ccc4c32)cc1Cl	5%	?	?	-6%	-1%	12%	-8%	-25%
CC(=O)Cn1c(CN2CCN(C(=O)c3ccco3)CC2)nc2c1c(=O)n(C)c(=O)n2C	-6%	14%	-2%	i	7%	5%	5%	1%
CCCCNC(=O)CSc1nc2c(sc(=S)n2-c2cc(Cl)ccc2OC)c(=O)[nH]1	-2%	9%	-5%	i	-1%	0%	-2%	-25%
CCCC1(CCC)NC(=O)N(CC(=O)Nc2cccc(OC)c2)C1=O	0%	15%	-17%	i	-3%	1%	3%	21%
O=C(Nc1cccc(NC(=O)c2nccc3ccccc23)c1)c1ccco1	-10%	15%	-1%	i	27%	25%	-4%	-8%
Cc1ccc(N2C(=O)Nc3ccc(Br)cc3C2(O)C(=O)NCCN(C)C)cc1C (stereo not drawn)	-8%	-1%	-14%	i	13%	4%	-16%	5%

Profiles from above:
COc1ccc(-c2cc(=NC(CC(C)C)C(=O)O)c3cc(C)ccc3o2)cc1 (stereo not drawn) is listed as aSyn yeast inh: 4%; FUS yeast rescue: 33%; TDP43 rescue: -7%; PTHR1 agonist: -14%; EPAC1 agonist: 8%; EPAC2 agonist: 6%; EPAC1 antag: -12%; EPAC2 antagonist: -1%
O=C(/C=C/c1cccc([N+](=O)[O-])c1)NCCN1C(=O)S/C(=C\c2cccnc2)C1=O is listed as aSyn yeast inh: 3%; FUS yeast rescue: 27%; TDP43 rescue: -19%; PTHR1 agonist: -28%; EPAC1 agonist: -15%; EPAC2 agonist: 1%; EPAC1 antag: -10%; EPAC2 antagonist: 18%

Next part
SMILES	aSyn yeast inh	FUS yeast rescue	TDP43 rescue	PTHR1 agonist	EPAC1 agonist	EPAC2 agonist	EPAC1 antag	EPAC2 antagonist
CCOc1ccc(N(CC(=O)Nc2ccc(OC)cc2)S(=O)(=O)c2ccc(Cl)cc2)cc1	-1%	-6%	4%	-18%	.	.	.	.
Cc1ccc(N2C(=O)c3ccccc3C2(O)c2ncc[nH]2)cc1 (stereo not drawn)	1%	-27%	6%	i	-1%	3%	-3%	-3%
Cc1nn(Cc2ccccc2)c2sc(C(=O)NCc3cccnc3)cc12	1%	7%	9%	-34%[inhibitor]	-2%	1%	-11%	3%
CC(C)(C)OC(=O)NCCCC[C@@H](C(=O)NCCCCCCCCCCC(=O)N1CCN(C(=O)OC(C)(C)C)CC1)n1cc(CCO)nn1	0%	?	11%	i	-22%	7%	-15%	17%
O=c1oc(-c2ccccc2NS(=O)(=O)c2ccc3ccccc3c2)nc2ccccc12	-1%	.	-22%	-43%[inhibitor]	-3%	8%	4%	4%
CCn1cc(C(=O)N[C@H](C(=O)NC(C)(C)CO)C(C)C)c(=O)c2cc3c(cc21)OCO3	-1%	5%	10%	i	6%	-2%	-15%	-8%
C#CCOCCOCCOCCNc1nc(N2CCN(C(=O)CCCCCCCCCCNC(=O)[C@@H](CCSC)n3cc(CCO)nn3)CC2)nc(N2CCN(C(=O)CCCCCCCCCCNC(=O)[C@H](CCC(=O)O)n3cc(CCCCCN)nn3)CC2)n1	-21%	11µM*	19%	10%	10%	-6%	6%	1%
COc1ccccc1NS(=O)(=O)c1cccc(NS(=O)(=O)c2ccc(Cl)c(C(=O)O)c2)c1	-10%	.	14%	-15%	-7%	-2%	6%	10%
Cc1nc(-c2ccc(-n3nncc3-c3ccco3)cc2)cs1	-10%	32%	0%	i	7%	14%	4%	-7%
